Assay outcomes deposited in PubChem by several laboratories.
Rtt109 HAT inh = inhibitors of Candida albicans Rtt109/Vps75 histone acetyltransferase. Q5AAJ8. purified Rtt109/Vps75, ThioGlo CoA-SH fluorescence, 4 h. inhibition, % at 34.9 µM. 0.16% of 330,000 active. AID 540336;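 active means inhibition of at least 50% in every replicate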
Target sequence (Q5AAJ8 whole entry, looked up): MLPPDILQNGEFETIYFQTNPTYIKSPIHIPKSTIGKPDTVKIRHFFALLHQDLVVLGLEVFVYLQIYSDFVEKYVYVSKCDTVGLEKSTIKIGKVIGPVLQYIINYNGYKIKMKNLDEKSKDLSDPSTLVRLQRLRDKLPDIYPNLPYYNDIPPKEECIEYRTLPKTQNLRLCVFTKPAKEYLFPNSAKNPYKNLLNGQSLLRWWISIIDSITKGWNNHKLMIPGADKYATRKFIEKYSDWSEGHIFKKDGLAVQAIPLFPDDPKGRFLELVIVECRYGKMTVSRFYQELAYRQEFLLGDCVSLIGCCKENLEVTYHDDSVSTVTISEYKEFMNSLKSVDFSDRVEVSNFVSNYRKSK
Wnt act = activators of Wnt/beta-catenin signaling. 1.2% of 300,000 active. Wnt/beta-catenin reporter cell assay, activator, plate reader. activation, % at 9.35 µM. AID 743398; in the data active means activation above about 30%, passing the limit was not always enough;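 further: 0% = neutral control wells and 100% = positive control wells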
PvdQ inh = P. aeruginosa PvdQ acylase inhibition | AID 488965 | inhibition, % at 10 µM | 0.063% of 340,000 active | purified PvdQ acylase, fluorescence plate reader; in the data active means inhibition above about 30%, passing the limit was not always enough;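 further: 0% = vehicle neutral wells and 100% = reference inhibitor wells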
SR-BI HDL uptake = mouse SR-BI HDL lipid transfer inhibition; ldlA[mSR-BI] CHO cells, DiI-HDL uptake fluorescence, 3 h; inhibition, % at 12.5 µM; 0.96% of 320,000 active;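 active means mean replicate inhibition of at least 70% and a set share of replicates each scoring 70 or more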;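 further: 0% = median of neutral control wells and 100% = median of positive control wells; values of inactives mirror those of a sister screen read the other way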
HTR5A ag = counter-screen for OPRM1-OPRD1 agonists: human HTR5A agonism. P47898. HTR5A agonist assay, luminescence, cell-based. activation, % at 9.3 µM. 0.61% of 340,000 active. AID 504692; in the data active means activation mostly above about 9.5%, no sharp cut-off; inactive means mostly below about 7.6%;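 further: 0% = cells with vehicle only and 100% = reference agonist; strong numbers were not always called active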
Target sequence (P47898 whole entry, looked up): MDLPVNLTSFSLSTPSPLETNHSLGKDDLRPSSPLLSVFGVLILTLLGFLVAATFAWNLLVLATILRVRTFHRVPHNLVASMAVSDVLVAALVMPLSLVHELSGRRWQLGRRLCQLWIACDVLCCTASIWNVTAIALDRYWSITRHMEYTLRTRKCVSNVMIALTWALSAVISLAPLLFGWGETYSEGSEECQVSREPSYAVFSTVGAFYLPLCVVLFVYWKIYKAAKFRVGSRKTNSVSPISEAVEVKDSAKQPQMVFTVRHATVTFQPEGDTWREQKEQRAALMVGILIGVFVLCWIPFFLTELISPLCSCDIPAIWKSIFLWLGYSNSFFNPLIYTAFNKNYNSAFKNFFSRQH
dFosB act = activators of mouse delta FosB homodimer; P13346; purified delta FosB, TAMRA-CDK5 oligo fluorescence polarization; percent of positive-control signal above neutral wells; activation, % at 25 µM; 0.99% of 340,000 active; AID 493131;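 active means mean activation above about 17%, with every replicate also reaching it, limit read from the data, passing the limit was not always enough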;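 further: fluorescence polarization rise as delta FosB binds a TAMRA Cdk5 AP-1 oligo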
cardiac RTF act = increases calcium sensitivity of human cardiac regulated thin filaments. activation, % at 7.2 µM. P19429+P45379. IANBD-labeled TnC RTF fluorescence at EC20 calcium; 0% EC20 calcium, 100% full calcium. 0.24% of 340,000 active;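 active means activation above the mean over all tested compounds plus 3 SD, cut at about 30% in these data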;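 further: rise in fluorescence read as greater calcium sensitivity of cardiac thin filaments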
MITF TRPM1 HTS = activators of MITF-driven TRPM1 promoter activity in SK-MEL-5 cells. SK-MEL-5 TRPM1-promoter luciferase, 24 h; % of positive control, neutral wells = 0. activation, % at 12.5 µM. 0.75% of 300,000 active. AID 588334;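 active means mean activation of at least 80% with every replicate also reaching 80%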;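 further: 0% = neutral control wells and 100% = parthenolide positive control wells; values of inactives mirror those of a sister screen read the other way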
SR-BI DiI-HDL act = SR-BI HDL lipid transfer activation; CHO ldlA[mSR-BI] cells, DiI-HDL uptake fluorescence, 3 h; 100 = double the neutral-control signal; activation, % at 12.5 µM; 0.096% of 320,000 active; AID 504775;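 active means mean replicate activation of at least 60% and every replicate at or above 60%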;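 further: 0% = median plate neutral-control signal and 100% = twice that signal; values of inactives mirror those of a sister screen read the other way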
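Assay system: LDL receptor-deficient CHO ldlA cells overexpressing murine SR-BI / Medium: BSA-supplemented, HEPES-buffered Ham's F12, pH 7.4 / Probe or stimulus: DiI-labelled HDL at 10 µg/mL final / Timing: compound with DiI-HDL co-incubation, 3 h at 37 °C / Technique: bottom-read cell fluorescence after medium removal, ex 550/em 595 nm / Measure: HDL uptake via cellular fluorescence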
CDK5 inh = inhibitors of human CDK5/p35 kinase. Q00535+Q15078. Recombinant CDK5/p35, ADP-Glo luminescence, 60 min. inhibition, % at 10 µM. 0.01% of 330,000 active;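 active means highest replicate inhibition of at least 50% and at least 75% of replicates reaching 50%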;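 further: plate controls were DMSO neutral control for no effect and GW8510 at 10 µM for full effect; many of its hits are not listed in these tables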
The depositor's hits bear a star; . = no result given; & = joins results of further samples; ! = not confirmed by another sample. This is a random part of the collection, and some 4.4% of all compounds hit somewhere here.

Every second line gives: CDK5 inh	Wnt act	Rtt109 HAT inh	cardiac RTF act	HTR5A ag	SR-BI HDL uptake	dFosB act	PvdQ inh	SR-BI DiI-HDL act	MITF TRPM1 HTS
O=C(NNc1nc(=O)c2cccnc2s1)c1ccccc1O
  0.1	-1	-5	-2	0	49	-7	-13	-49	-17
N/C(=N\OC(=O)/C=C/c1ccc(Br)cc1)c1ccccn1
  -0.8	14	-19	2	10*	11	-6	-15	-11	40
CCOC(=O)c1c(C)[nH]c(C(=O)OCC(=O)Nc2cc(C)ccc2OC)c1C
  -0.1	.	-15	-7	0	31	23*	3	-31	-17
O=C(Cc1ccccc1)Nc1ccccc1CO
  -1.6	-1	4	-8	-4	-6	3	2	6	7
O=C(CCNC(=O)OCC1c2ccccc2-c2ccccc21)NOCc1ccccc1
  -1.8	-1	-4	3	0	-13	-3	-16	13	-12
Cc1cnc(NC(=O)CSc2ncn(-c3ccccc3)n2)s1
  -1.5	.	6	0	0	-3	-4	-9	3	.
CCNC(=O)/C(C#N)=C/c1c(N2CCCCCC2)nc2c(C)cccn2c1=O
  -0.9	-4	-4	8	0	12	-11	-6	-12	-4
O=C(COC(=O)C1(c2ccccc2)CC1)N1CCN(c2ccc(F)cc2)CC1
  -0.6	-5	-2	-2	-5	10	-2	-11	-10	-1
COc1cc2c(cc1NC(=O)C(C)Sc1ccc(C)cc1)oc1ccccc12 (stereo unspecified)
  5.5	-2	2	4	-3	79*	-1	9	-79	6
O=c1c2ccccc2oc2cc(Br)ccc12
  -1.0	-3	2	-6	0	-28	-14	-12	28	22
CSCCC(NC(=O)c1ccccc1Cl)C(=O)N1CCCCCCC1 (stereo unspecified)
  1.2	-4	-4	3	1	-30	-5	-17	30	12
N#Cc1cc2c(nc1SCC(=O)Nc1sc3c(c1C#N)CCC3)CCCCCC2
  1.4	4	1	-5	-1	38	8	-8	-38	-1
O=C(NCc1n[nH]c(=S)n1-c1ccc(Cl)c(Cl)c1)c1ccc(S(=O)(=O)N2CCOCC2)cc1
  -1.2	16	.	-3	-1	5	-5	-16	-5	13
COc1ccc2cc(CN(CCO)C(=O)c3ccccc3F)c(=O)[nH]c2c1
  -1.6	-2	-2	-3	-2	-11	3	4	11	-7
COc1ccc(NC(=O)COc2cc(O)c3c(c2)OC(C)(C)CC3=O)cc1
  -1.1	-2	-3	4	2	33	5	-5	-33	9

Quoted at random: 6 compounds from above, in no set order.
Every second line gives: CDK5 inh	Wnt act	Rtt109 HAT inh	cardiac RTF act	HTR5A ag	SR-BI HDL uptake	dFosB act	PvdQ inh	SR-BI DiI-HDL act	MITF TRPM1 HTS
CCNC(=O)/C(C#N)=C/c1c(N2CCCCCC2)nc2c(C)cccn2c1=O
  -0.9	-4	-4	8	0	12	-11	-6	-12	-4
COc1cc2c(cc1NC(=O)C(C)Sc1ccc(C)cc1)oc1ccccc12 (stereo unspecified)
  5.5	-2	2	4	-3	79*	-1	9	-79	6
O=C(CCNC(=O)OCC1c2ccccc2-c2ccccc21)NOCc1ccccc1
  -1.8	-1	-4	3	0	-13	-3	-16	13	-12
O=c1c2ccccc2oc2cc(Br)ccc12
  -1.0	-3	2	-6	0	-28	-14	-12	28	22
O=C(COC(=O)C1(c2ccccc2)CC1)N1CCN(c2ccc(F)cc2)CC1
  -0.6	-5	-2	-2	-5	10	-2	-11	-10	-1
O=C(NNc1nc(=O)c2cccnc2s1)c1ccccc1O
  0.1	-1	-5	-2	0	49	-7	-13	-49	-17

An excerpt of these results, with each value named:
> N/C(=N\OC(=O)/C=C/c1ccc(Br)cc1)c1ccccn1
  CDK5 inh = -0.8; Wnt act = 14; Rtt109 HAT inh = -19; cardiac RTF act = 2; HTR5A ag = 10*; SR-BI HDL uptake = 11; dFosB act = -6; PvdQ inh = -15; SR-BI DiI-HDL act = -11; MITF TRPM1 HTS = 40

> CCOC(=O)c1c(C)[nH]c(C(=O)OCC(=O)Nc2cc(C)ccc2OC)c1C
  CDK5 inh = -0.1; Wnt act = .; Rtt109 HAT inh = -15; cardiac RTF act = -7; HTR5A ag = 0; SR-BI HDL uptake = 31; dFosB act = 23*; PvdQ inh = 3; SR-BI DiI-HDL act = -31; MITF TRPM1 HTS = -17

Next section
Every second line gives: CDK5 inh	Wnt act	Rtt109 HAT inh	cardiac RTF act	HTR5A ag	SR-BI HDL uptake	dFosB act	PvdQ inh	SR-BI DiI-HDL act	MITF TRPM1 HTS
O=C(c1nc2ccc(Cl)cn2c1CN1CCC(CO)CC1)N1CCc2ccccc2C1
  -0.5	2	4	-2	-3	-17	-12	-11	17	9
COc1cc(C(=O)CSc2nnc(-c3ccc(O)cc3)n2CC2CCCO2)ccc1NC(C)=O (stereo unspecified)
  -1.4	1	.	3	4	21	-7	-2	-21	-10
Cc1nn(C)c(C(=O)Sc2ccccc2)c1[N+](=O)[O-]
  -0.2	1	8	-2	1	-1	2	-7	1	.
COc1ccc(CNC(=O)CSc2ncnc3ccccc23)cc1OC
  -2.0	-2	20	1	3	-15	-4	-18	15	-8
COC(=O)CSc1ncnc2c1cnn2Cc1ccccc1
  -0.6	.	-2	-1	-4	-2	3	-14	2	-9
Cc1oc(-c2ccccc2Cl)nc1CS(=O)CC(=O)N1CCN(c2ccccc2)CC1 (stereo unspecified)
  .	-2	-9	1	0	17	-15	-14	-17	-11
Cc1ccc(C2(CC(=O)N3CCCC3)CCOC(C(C)C)C2)cc1 (stereo unspecified)
  -1.3	-6	-14	4	1	-36	-3	-7	36	-18
COc1cc2c(cc1OC)C(c1cccs1)N(C(=O)c1ccc(S(=O)(=O)N(C)C)cc1)CC2 (stereo unspecified)
  0.1	0	15	-2	0	.	-6	-5	.	3
O=C(NCc1ccc(Cl)cc1)c1ccc(NC(=O)C2CCCO2)cc1 (stereo unspecified)
  -2.3	-1	-4	2	1	.	-7	-8	.	11
COc1ccc(/C=C(/NC(=O)c2ccccc2)C(=O)N2CCC(C)CC2)cc1
  -0.9	-1	-9	-9	-3	15	-11	-2	-15	7
Clc1ccccc1-c1nc(-c2ccncc2)no1
  1.7&1.2	49*!	-2&-8	1	0	16&-4	-18&-11	-10&-8	-16&4	36
